CF NFkB block = inhibitors of cystic fibrosis induced NF-kB; KKLEB NF-kB-GFP reporter, PAF-induced, GFP fluorescence overnight; inhibition, % at 5 µM; actives 0.86% (n = 360,000); AID 588850;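 active = at least 50% inhibition at 5 µM, scaled per plate between neutral and stimulator controls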;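 also: PAF is a Pseudomonas aeruginosa culture filtrate used as stimulus; plate controls were PAF-stimulated DMSO wells for no effect and unstimulated DMSO wells for full effect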
HIF-2a inh = blocks HIF-2a reporter activity. 786-0 RCC cells HIF-2a reporter, luciferase luminescence, overnight. inhibition, % at 18.8 µM. actives 0.72% (n = 360,000). AID 624352;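 active = inhibition of the luminescence signal of 40% or more relative to plate controls, in a single-dose primary screen at 18.75 µM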
iPSC survival up = increases survival of single human iPS cells; actives 0.044% (n = 360,000); hiPSC single-cell survival, ATPlite luminescence; 100% = ROCK inhibitor wells, 0% = DMSO; survival enhancement, % at 20 µM; in the data active = survival enhancement above about 18%;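 also: cells exposed to compounds for 16 hours before the ATP read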
Peg3 prom inh = inhibitors of Peg3 promoter | actives 1.7% (n = 360,000) | HeLa PEG-Prom luciferase reporter, luminescence, overnight | AID 588405 | inhibition, % at 20 µM;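 active = inhibition of at least 50% at 20 µM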
NR2E3 ag-1 = activates human NR2E3 receptor; actives 0.35% (n = 360,000); CHO-S Gal4-NCOR/VP16-NR2E3 two-hybrid, luciferase; inhibition of corepressor binding, % at 3.98 µM; AID 602229;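 active = inhibition above the mean of all tested compounds plus 3 SD, cut at about 70% in these data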;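 also: 0% = DMSO with NR2E3 transfected cells and 100% = cells lacking NR2E3 construct; higher means lower luciferase signal from less NR2E3 corepressor binding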
Target sequence (Q9Y5X4 whole entry, looked up, the tested form may be a part): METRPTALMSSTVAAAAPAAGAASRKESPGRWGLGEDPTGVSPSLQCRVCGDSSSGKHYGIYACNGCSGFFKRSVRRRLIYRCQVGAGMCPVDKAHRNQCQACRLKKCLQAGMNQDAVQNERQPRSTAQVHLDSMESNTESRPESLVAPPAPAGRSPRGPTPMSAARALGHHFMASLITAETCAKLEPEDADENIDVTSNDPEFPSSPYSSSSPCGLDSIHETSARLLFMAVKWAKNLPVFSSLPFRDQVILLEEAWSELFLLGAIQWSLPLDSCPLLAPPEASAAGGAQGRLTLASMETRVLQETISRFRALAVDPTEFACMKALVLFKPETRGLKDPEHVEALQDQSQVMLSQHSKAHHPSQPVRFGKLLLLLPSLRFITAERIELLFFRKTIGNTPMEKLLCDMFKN
KKLEB tox = CF airway cell cytotoxicity counter-screen; activity change (cytotoxicity), % at 5 µM; AID 602141; actives 0.36% (n = 360,000); KKLEB CF airway cells viability, ATPlite luminescence, overnight; stronger effect = lower value; cells stimulated with P. aeruginosa culture filtrate;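 active = corrected activity change at or below -50% at 5 µM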
LMP1 NFkB inh = reduces LMP1-driven NF-kappaB luciferase signal; inhibition, % at 12.5 µM; actives 0.69% (n = 350,000); LMP1-induced NF-kappaB luciferase reporter cells, luminescence; in the data active = inhibition above about 41%;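 also: 0% = neutral control wells and 100% = reference inhibitor control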
Shn3 inh set2 = inhibitors of Schnurri-3 3'UTR reporter in osteoblasts | actives 0.52% (n = 360,000) | inhibition, % at 12.5 µM | Clone20 osteoblast Shn3 3'UTR firefly luciferase, 24 h | AID 588674;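 active = mean inhibition of at least 75% with every replicate also reaching 75%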;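 also: 0% = median of neutral control wells and 100% = pilot-screen positive control compound; some compounds past the cut are filed as inactive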
TRAIL sens C8 = caspase-8 TRAIL sensitization; NB7+C8 cells + TRAIL, ATPlite viability luminescence; inhibition (viability loss, TRAIL sensitization), % at 10 µM; actives 1% (n = 360,000); AID 624354;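 active = compounds causing at least 50% loss of cell viability in the single-dose screen, relative to plate controls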
TRPM1 prom inh = MITF TRPM1 promoter inhibition in SK-MEL-5 cells; SK-MEL-5 TRPM1 promoter luciferase, 24 h; inhibition, % at 12.5 µM; actives 0.83% (n = 330,000); AID 488899;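 active = mean inhibition across replicates of 60% or more, whatever share of single replicates reaches that level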; also: values of inactives mirror those of a sister screen read the other way
NR2E3 ag-2 = NR2E3 (human) agonism. GST-NR2E3/biotin-RetCOR TR-FRET, 1536-well. inhibition of corepressor binding, % at 4.78 µM. actives 0.12% (n = 320,000). AID 2300;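 active = percent inhibition above the cutoff of mean plus 3 SD of all tested compounds, set per screening campaign, cut at about 20% in these data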;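 also: 0% = DMSO wells and 100% = biotin wells as full block of FRET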
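System: GST-NR2E3 and biotin-RetCOR proteins; probe or stimulus: 7 nM biotin-RetCOR; doses: compound at 4.8 µM, single dose; schedule: Compound–protein incubation for 5 h at 4 °C; detection: time-resolved FRET; read-out: percent inhibition; controls: biotin wells as high control, 0.6% DMSO wells as low control; format: 1536-well plates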
Numbers without * were called inactive; i = inactive; · = no result given; & = joins results of further samples. An excerpt; count on the stated rates, not on these rows.

SMILES | CF NFkB block | HIF-2a inh | iPSC survival up | Peg3 prom inh | NR2E3 ag-1 | KKLEB tox | LMP1 NFkB inh | Shn3 inh set2 | TRAIL sens C8 | TRPM1 prom inh | NR2E3 ag-2
Cc1ccc(-n2c(SCC(=O)N(C)C3CCS(=O)(=O)C3)nc3ccccc3c2=O)c(C)c1 (centres undefined) | 5 | 0 | 0.8 | 12 | -10 | -5 | -6 | 68 | -8 | 2 | ·
Cn1c(=O)c2c(nc(NCc3ccc4c(c3)OCO4)n2Cc2ccc(F)cc2)n(C)c1=O | 3 | 18 | -1.7 | 56* | -12 | -6 | 25 | 79 | 17 | 15 | 4
COc1ncccc1C(=O)N1CCC(n2nccc2NC(=O)CC(C)C)CC1 | 2 | -43 | -0.5 | -31 | -15 | -7 | -3 | -18 | -9 | 0 | -1
CC(=O)Oc1ccc(Cn2c(C)c(C(=O)NCc3ccc4c(c3)OCCO4)sc2=O)cc1 | 19 | 6 | -0.2 | 10 | -6 | 3 | · | -2 | 6 | · | ·
O=C(Cc1ccccc1)NC1CCS(=O)(=O)C1 (centres undefined) | 8 | 8 | -2.9 | -1 | 3 | 4 | -1 | 2 | -6 | 9 | -1
Cc1cccc(NC(=O)CCCN2C(=O)c3ccccc3C2=O)n1 | 7 | 7 | -1.5 | 7 | 7 | -8 | 0 | 3 | -5 | -4 | 1
COc1ccc(NC(=O)CCN2C(=O)C3C4C=CC(C4)C3C2=O)cc1 (centres undefined) | -35 | -5 | 0.6 | -11 | -5 | 12 | -11 | -1 | -26 | 1 | -3
Cc1ccc(NC(=O)Cc2nnc(N)s2)cc1 | -14 | -1 | -0.7 | -13 | 4 | 10 | -12 | 8 | -25 | -11 | 4
COc1cccc2c(O)cc(=O)n(C)c12 | -18 | 20 | -1.2 | -4 | -14 | 7 | 8 | 3 | -10 | 3 | 3
CCc1ccc(-c2c(C)sc(NC(=O)C3CCC3)c2C#N)cc1 | 3 | 14 | -1.2 | -24 | -34 | 6 | 9 | -5 | -9 | -2 | 0
C=C1C[C@]23C[C@@]1(O)CC[C@H]2[C@@]12C=C[C@H](O)[C@@](C)(C(=O)O1)[C@H]2[C@@H]3C(=O)O | 0&-20 | 2&13 | -0.4&0.8 | 1&3 | -33&9 | 0&-7 | 11&2 | -2&-7 | -15&-1 | 19&2 | 1&1
Cc1ccc(NC(=O)COC(=O)c2c(C)nn(-c3ccccc3)c2C)cc1 | -8 | -31 | -0.4 | -7 | -48 | -23 | 8 | 4 | 9 | -3 | 0
COc1ccc(C(CC(=O)O)N2Cc3ccccc3C2=O)cc1OC (centres undefined) | -5 | 21 | -0.3 | 2 | 6 | 12 | 12 | -6 | 1 | -3 | 0
O=C(CSc1nnc(-c2cccnc2)o1)Nc1cccc(F)c1 | 18 | -178 | -0.5 | -260 | -27 | 3 | -11 | -71 | 8 | -67 | -2
CCOCCCNC(=O)N1CCOCC1 | 3 | 7 | 0.0 | 6 | -5 | -2 | 26 | -4 | -10 | -3 | 1
COc1ccccc1S(=O)(=O)Cc1ccc(C(=O)NCCN(C)C)o1 | -25 | 10 | 2.6 | -5 | -26 | 17 | -4 | -6 | 0 | · | 2
CCOC(=O)[C@@H]1[C@H]2COc3ccccc3[C@@H]2N2C(=O)N(c3ccc(Br)cc3)C(=O)[C@]12C | -6 | 10 | -1.4 | 14 | 10 | 8 | -6 | -2 | -12 | -13 | ·
COc1cccc(C(=O)N/N=C/C(Br)=C/c2ccccc2)c1 | -43 | -212 | -2.8 | -105 | -50 | -10 | -14 | 8 | -6 | -19 | -3
NC(=O)c1ccsc1NC(=O)CSc1ncnc2sccc12 | 3 | -48 | -1.7 | -23 | -10 | -5 | 2 | 4 | 5 | -13 | ·
Oc1[nH]c2ccccc2c1C=Nc1ccc2c(c1)OCO2 | -5 | i | -2.9 | -297 | -124 | 18 | -74 | -25 | 23 | -78 | -2
O=C(O)CCC(=O)NNc1nc2ccccc2nc1-c1ccccc1 | 0 | 8 | 0.2 | 6 | -11 | -3 | -8 | -20 | 8 | -8 | -1
CCOC(=O)C(=O)NCC(c1ccco1)S(=O)(=O)c1cccs1 (centres undefined) | -22 | 2 | -0.1 | 16 | 22 | 13 | -6 | -13 | 5 | 0 | 1
CCSc1nc2ccccc2n1Cc1ccccc1F | 6 | -7 | 3.5 | 1 | -40 | -10 | -7 | 4 | 6 | 3 | 4
CCCC[n+]1ccn(-c2nc3ccccc3nc2[N-]S(=O)(=O)c2ccc(Br)cc2)c1 | -7 | 9 | -0.1 | 31 | 1 | 8 | -5 | 13 | -22 | -5 | -5
CCN(CC(=O)Nc1c(F)cccc1F)C(=O)Cc1csc(-c2ccccc2)n1 | -15 | 18 | -0.6 | 18 | -7 | 2 | 4 | 22 | -11 | 5 | 0
COc1cccc(C(C)(O)c2nc(-c3cncnc3)cs2)c1 (centres undefined) | 31 | 19 | 3.0 | 8 | -30 | -14 | · | -8 | -7 | · | ·
COC(=O)c1sc2nc(C)nc(SCC(=O)Nc3sccc3C(N)=O)c2c1C | 20 | 5 | -0.2 | 35 | -15 | -8 | 9 | 14 | -7 | -2 | -2
O=C(Nc1cccc(C(F)(F)F)c1)NC1CCN(S(=O)(=O)c2ccc(F)cc2)CC1 | 39 | 14 | -0.5 | 4 | -8 | -5 | 22 | 42 | 30 | 11 | 0
O=C1C2C3C=CC(C4CC34)C2C(=O)N1/N=C/c1ccc(-c2ccccc2[N+](=O)[O-])o1 (centres undefined) | -4 | -180 | -1.0 | -63 | -53 | -3 | -10 | 49 | 10 | -6 | -3
CCN1CCN(c2ccc(S(=O)(=O)N3CCCCC3)cc2NC(=O)CC(C)c2ccccc2)CC1 (centres undefined) | -7 | 0 | -0.4 | 2 | -7 | -8 | -10 | 11 | -15 | -9 | -1
COc1ccc(Cc2nnc(-c3ccc(F)cc3)o2)cc1OC | 9 | -8 | 1.5 | 6 | 23 | -11 | 3 | 14 | 13 | -4 | 1
Cn1c(=O)c2c(SCC(=O)N3CCCc4ccccc43)nc(CC(C)(C)C)nc2n(C)c1=O | 36 | 53* | -1.1 | 23 | -27 | -15 | 15 | -15 | 43 | 3 | 5
CCCOC(=O)c1ccc(NC(=O)Cc2cccs2)cc1 | 0 | -14 | 0.3 | -101 | -70 | -4 | -10 | -8 | 12 | -24 | -2
COc1ccc(NC(=O)COC(=O)CNS(=O)(=O)c2ccccc2)cc1OC | 11 | 13 | 1.1 | 11 | -9 | 6 | 6 | -1 | -1 | 12 | -2
CC1(C)Cc2nc3[nH]c(=S)n(-c4ccccc4)c(=O)c3cc2CO1 | -6 | -12 | -0.1 | 7 | 10 | 8 | 3 | 11 | -1 | -7 | -2
CCN(CC)S(=O)(=O)c1ccc(N2CCCC2)c(NS(=O)(=O)c2ccccc2)c1 | 14 | 9 | 3.2 | -1 | -22 | 3 | -12 | 16 | -21 | 2 | -3
CCOc1ccc(/C=C2\SC(=S)N(CC(=O)NCCCN3CCOCC3)C2=O)cc1 | 6 | -86 | 1.0 | -115 | -31 | -15 | 0 | -7 | 11 | -9 | -2
COCC(C)n1c(SCc2nc3ccccc3c(=O)[nH]2)nc2ccccc2c1=O (centres undefined) | 9 | 17 | -0.4 | 24 | -8 | -4 | -11 | 5 | -13 | 8 | -1
COc1cccc(-c2nnc(SCC(=O)Nc3cc(C)on3)n2C)c1 | -6 | 2 | -0.7 | 1 | -5 | -3 | 9 | -3 | 7 | -2 | 1
CC(C)C(=O)NS(=O)(=O)c1ccc(N)cc1 | -1 | 21 | -0.7 | 22 | -22 | -3 | 5 | 3 | -24 | 7 | 0
Oc1oc(C=Nc2ccc(F)cc2F)c2ccccc12 | 12 | 6 | -0.1 | 5 | 3 | 5 | -8 | -39 | 10 | 0 | -3
CCCCN(C(=O)COC(=O)CSc1cc(C)c2ccccc2n1)c1c(N)n(CCC)c(=O)[nH]c1=O | -18 | 4 | -0.1 | 12 | -30 | 13 | 1 | 4 | 6 | -9 | 3
CCOc1ccc(-n2c(=O)c3sccc3n(CC(=O)NC3CCCCC3)c2=O)cc1 | 11 | 7 | 0.4 | 18 | -22 | -5 | 0 | 6 | -8 | 6 | 0
CC1(C)CC(=O)C2=C(C1)Oc1ncn(Cc3ccco3)c(=N)c1C2c1ccccc1 (centres undefined) | 6 | 2 | 0.8 | 8 | -12 | 1 | 10 | 28 | 2 | 10 | 3
S=C(NCc1ccco1)Nc1ccccn1 | -6 | -9 | 0.1 | -8 | -6 | -11 | 2 | 4 | 1 | 3 | -1
COC(=O)c1nn(-c2ccccc2)c2nnc(Cc3ccc(C)cc3)c(=O)n12 | 10 | 16 | -1.1 | 2 | -26 | 10 | -2 | 14 | -3 | 6 | 0
Cc1ccnc(NC(=O)COc2ccc3oc4c(c3c2)CCCC4)c1 | 26 | -226 | 1.7 | -176 | -3 | -23 | -17 | -27 | 6 | -35 | -3
Cc1ccc(C)c(N2CCN(C(=O)CCc3nc(-c4ccccc4C(F)(F)F)no3)CC2)c1 | -4 | -266 | -1.3 | -134 | -83 | -2 | -10 | -43 | -10 | -77 | ·
O=C(O)c1ccc(N2C(=O)c3[nH]nc(-c4ccccc4)c3C2c2ccccc2)cc1 (centres undefined) | 6 | 2 | -0.7 | 3 | 3 | 8 | -5 | 4 | -7 | 3 | 1
C[C@H](O)[C@@H]1C(=O)N2CCc3c([nH]c4ccccc34)[C@@H]2C[C@@H]1N(C)C(=O)Nc1cccc2ccccc12 | 30 | -40 | -0.4 | 19 | -3 | -4 | · | 6 | -5 | · | ·
O=C(/C=C/c1cn(-c2ccccc2)nc1-c1cccnc1)NCCN1CCOCC1 | -18 | 15 | -0.7 | 0 | -28 | 7 | -3 | 11 | 1 | 10 | -2
COC(=O)C1N2C(=O)[C@@H](NC(=O)COc3ccccc3)[C@H]2SC1(C)C (some centres undefined) | 4 | 5 | 0.6 | 7 | -42 | -1 | 2 | -1 | -5 | -5 | 4
